PriA SSB inh: inhibitors of Klebsiella pneumoniae PriA binding to SSB C-terminal tail, primary screen, biochemical, AlphaScreen; PriA–SSB C-terminal tail interaction (Klebsiella pneumoniae); AlphaScreen SSBct-PriA binding, biotinylated peptide; inhibition, % at 33 µM; hit rate 0.6% among 430,000; AID 1272365, 2023; in the data active = inhibition mostly above about 37%, no sharp cut-off; inactive = mostly below about 20%;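 note: plate controls were negative control peptide for no effect and reference peptide for full effect; strong numbers were not always called active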
Rv3671c inh: Rv3671c serine protease inhibitors, primary screen, biochemical, fluorescence polarization, M. tuberculosis H37Rv; inhibition, % at 5.96 µM; hit rate 0.048% among 320,000; AID 2606, 2010; in the data active = inhibition above about 38%;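 note: extracellular domain of Rv3671c used as enzyme; 0% = enzyme with DMSO and 100% = no enzyme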
Target sequence (P9WHR9 whole entry, looked up, the tested form may be a part): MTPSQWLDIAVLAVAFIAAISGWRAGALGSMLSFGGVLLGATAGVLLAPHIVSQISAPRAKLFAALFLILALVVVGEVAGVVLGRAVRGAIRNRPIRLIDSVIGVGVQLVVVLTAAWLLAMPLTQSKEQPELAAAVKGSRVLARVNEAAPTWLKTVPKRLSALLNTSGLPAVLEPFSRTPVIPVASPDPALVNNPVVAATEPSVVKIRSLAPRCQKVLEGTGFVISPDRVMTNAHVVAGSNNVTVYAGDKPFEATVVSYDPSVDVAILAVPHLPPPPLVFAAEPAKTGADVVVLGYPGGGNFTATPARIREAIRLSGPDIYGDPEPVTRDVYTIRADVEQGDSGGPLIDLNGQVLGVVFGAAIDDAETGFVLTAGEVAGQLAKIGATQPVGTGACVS
3CLpro inhibitor: SARS-CoV 3CLpro protease inhibitors, primary screen, biochemical, quenched FRET; Replicase polyprotein 1ab (Severe acute respiratory syndrome coronavirus), P0C6X7; recombinant SARS-CoV 3CLpro, quenched FRET peptide cleavage; inhibition, % at 6 µM; hit rate 0.14% among 290,000; AID 1706, 2009; in the data active = inhibition above about 12%
UGM FP inh: M. tuberculosis UGM enzyme inhibitors, primary screen, biochemical, fluorescence polarization, single point; AID 504406, 2011; inhibition, % at 10 µM; UDP-galactopyranose mutase (Mycobacterium tuberculosis (strain ATCC 25618 / H37Rv)), …; purified UGM, fluorescence polarization probe displacement; hit rate 0.06% among 320,000; in the data active = inhibition above about 10%, passing the limit was not always enough
Mtb BioA inh: M. tuberculosis BioA enzyme inhibitors, primary screen, biochemical, plate reader, single point, HTS; AID 602481, 2012; hit rate 0.096% among 360,000; inhibition, % at 9.99 µM; 7,8-diaminopelargonic acid synthase BioA (Mycobacterium tuberculosis); purified M. tuberculosis BioA enzyme; in the data active = inhibition above about 40%
GDH-TPI inh: GDH-TPI coupling enzyme inhibitors, primary screen, artefact control for M. tuberculosis FBA inhibitor project, biochemical, absorbance, full deck; inhibition, % at 4.8 µM; AID 588335, 2011; hit rate 1.2% among 360,000; GDH-TPI coupled enzyme counterscreen, NADH absorbance; in the data active = inhibition above about 30%;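 note: 0% = DMSO wells and 100% = wells lacking the enzyme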
Mtb FBA inh: Mtb FBA enzyme inhibitors, primary screen, biochemical, fluorescence, strain H37Rv; purified M. tuberculosis FBA, fluorescence read-out; AID 588726, 2011; hit rate 2.3% among 360,000; inhibition, % at 1 µM; in the data active = inhibition above about 27%;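 note: 0% = vehicle and 100% = reference inhibitor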
Target sequence (P9WQA3 whole entry, looked up): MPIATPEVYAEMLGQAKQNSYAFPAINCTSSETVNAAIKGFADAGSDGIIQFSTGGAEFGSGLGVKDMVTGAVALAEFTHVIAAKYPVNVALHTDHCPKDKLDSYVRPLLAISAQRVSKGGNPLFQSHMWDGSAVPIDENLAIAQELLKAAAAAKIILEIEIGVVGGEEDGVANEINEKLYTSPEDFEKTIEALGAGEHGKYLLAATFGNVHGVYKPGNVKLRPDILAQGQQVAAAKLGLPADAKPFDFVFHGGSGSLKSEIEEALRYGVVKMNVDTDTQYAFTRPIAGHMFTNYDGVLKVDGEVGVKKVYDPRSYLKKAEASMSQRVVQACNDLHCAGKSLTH
BH1578 lux ind: inducers of Vibrio cholerae quorum light production without autoinducers, primary screen, BH1578 luxS cqsA deficient, single point; activation, % at 18.7 µM; AID 588436, 2011; hit rate 0.16% among 350,000; V. cholerae BH1578 lux reporter, luminescence, 6 h; in the data active = activation mostly above about 9.7%, no sharp cut-off; note: not every result past the cut was called active; inactives centre near 0; reference of the scale not given here
VHR inh abs: VHR1 phosphatase inhibitors, primary screen, biochemical, absorbance, uHTS; Dual specificity protein phosphatase 3 (Homo sapiens), P51452; recombinant VHR phosphatase, pNPP absorbance; inhibition, % at 13.3 µM; hit rate 0.52% among 290,000; AID 1654, 2009; in the data active = inhibition above about 50%; note: some compounds called inactive have numbers as strong as hits
Target sequence (P51452 whole entry, looked up): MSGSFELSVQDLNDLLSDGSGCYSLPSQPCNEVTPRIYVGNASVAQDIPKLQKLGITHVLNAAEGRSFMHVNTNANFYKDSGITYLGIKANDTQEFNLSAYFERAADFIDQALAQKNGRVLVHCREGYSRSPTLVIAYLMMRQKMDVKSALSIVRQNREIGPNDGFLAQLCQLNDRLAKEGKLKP
MazEF act: activators of E. coli MazEF toxin-antitoxin RNase, primary screen, biochemical, fluorescence, uHTS; FAM/BHQ RNA-DNA oligo cleavage fluorescence, 5 h; AID 504720, 2011; hit rate 0.32% among 350,000; activation, % at 20 µM; Endoribonuclease toxin MazF (Escherichia coli (strain K12)), P0AE70; in the data active = activation above about 50%
Target sequence (P0AE70 whole entry, looked up): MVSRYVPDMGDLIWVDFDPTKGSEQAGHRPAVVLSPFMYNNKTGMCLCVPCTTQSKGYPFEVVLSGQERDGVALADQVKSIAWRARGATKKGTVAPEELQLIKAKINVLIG
* marks the source's active call; other numbers are inactive results; i = inactive; · = no result given; & = joins results of further samples. Not all compounds are listed; rates above refer to the full screens.

SMILES | PriA SSB inh | Rv3671c inh | 3CLpro inhibitor | UGM FP inh | Mtb BioA inh | GDH-TPI inh | Mtb FBA inh | BH1578 lux ind | VHR inh abs | MazEF act
OCCCNc1ncnc2c1ncn2[C@H]1CN(Cc2ccncc2)C[C@@H](CO)O1 | · | · | · | · | -1.0 | -3 | 3 | -0.5 | · | ·
O=C(c1cc(Cl)cc(Cl)c1)N1CCC2CC1c1cc(-c3ccc4c(c3)OCO4)ccc12 (configuration not stated) | -3 | · | · | · | 0.6 | 1 | -1 | -1.0 | · | -7
Cc1c(Nc2ncnc3nc[nH]c23)c(=O)n(-c2ccccc2)n1C | 7 | -7 | -3 | -0.6 | -1.5 | -15 | 1 | -0.3 | 12 | 10
COc1cc(C(C)=O)ccc1OCC(O)CN1CCN(S(=O)(=O)c2ccccc2)CC1 (configuration not stated) | 4&-10 | -2 | 2 | 4.1 | 0.7 | 0 | 0 | 0.1 | -2 | 5
O=C(O)c1cc(NS(=O)(=O)c2cccc3nsnc23)cc(C(=O)O)c1 | -5 | 8 | -4 | 3.6 | 0.3 | 1 | -1 | 0.6 | · | 1
CCOC(=O)C1=C(C)NC(SCC(=O)O)=NC1c1ccccc1 (configuration not stated) | -15 | -5 | 4 | 0.0 | · | · | · | · | -2 | 6
CCOc1ccc(-c2c(C(=O)N/N=C/c3c[nH]c4ccccc34)nnn2-c2nonc2N)cc1 | · | 28 | 11 | 2.0 | 1.5 | 40* | -2 | -0.4 | 20 | -6
Cc1ccc(S(=O)(=O)NCCNC(C)c2ccc(Br)cc2)cc1 (configuration not stated) | 3 | 5 | · | 0.2 | -0.6 | 1 | 7 | i | · | -4
CN1CCN(Cc2ccc(OC(F)(F)F)cc2)CC1 | -6 | -4 | -4 | -3.6 | -3.7 | 1 | -3 | -4.0 | 4 | -14
COc1ccccc1NC(=O)C(C)OC(=O)CCC1CCCCC1 (configuration not stated) | -44 | -7 | 5 | -1.6 | 2.2 | -12 | 0 | i | 16 | 2
CC1=C(C(=O)N2CCOCC2)CC(CC(=O)NCc2ccco2)C(=O)N1CCC1=CCCCC1 (configuration not stated) | · | · | · | · | -1.9 | -2 | -6 | -0.7 | · | 4
COc1ccc(-c2cc(C)no2)cc1S(=O)(=O)N1CCN(c2ccc([N+](=O)[O-])cc2)CC1 | 13 | -11 | -6 | 0.6 | · | 1 | -2 | i | -27 | 8
O=C1NC[C@H](c2ccccc2)OC(=O)[C@H](Cc2ccc(F)cc2)C/C=C\C[C@@H]1CC(=O)N(CCO)Cc1ccccc1 | -3 | -3 | · | -1.6 | -1.5 | 9 | 2 | -6.7 | · | 0
Cc1cccc(S(=O)Cc2ccc(C(=O)N3CCOCC3)o2)c1 (configuration not stated) | -4 | 5 | -5 | -0.4 | -1.1 | 5 | -1 | i | 11 | 6
CN(C(=O)COC(=O)c1ccc2c(c1)NC(=O)CS2)C1CCS(=O)(=O)C1 (configuration not stated) | -10 | -17 | -4 | -4.3 | -2.2 | 16 | 1 | -2.1 | 35 | 5
CC1CCCC(NC(=O)C2CCN(C(=O)Nc3ccccc3)CC2)C1C (configuration not stated) | 1 | 2 | · | -2.8 | -0.9 | 8 | 1 | -5.0 | · | 1
O=C(CCCCC(=O)NN=Cc1ccc2c(c1)CCC2)NN=Cc1ccc2c(c1)CCC2 | · | · | · | · | -1.6 | -9 | 0 | -3.0 | · | -4
CCN1CCCC(CO)(Cc2ccccc2)C1 (configuration not stated) | -16 | 9 | 0 | -0.9 | · | 4 | 7 | 0.0 | 16 | 8
C/C(=N\NC(=O)c1ccc2c(c1)OCO2)c1ccc(C(=O)O)s1 | · | -4 | 0 | 1.5 | · | 9 | -1 | -0.6 | 4 | 0
COc1ccc(/C(N)=N/OC(=O)c2cccs2)cc1 | · | -7 | 4 | -1.5 | · | 3 | 1 | -0.7 | -4 | 4
O=C(Nc1ccccc1C(=O)N1CCCCCC1)c1ccc(F)cc1 | -27 | 5 | 1 | 1.9 | 0.0 | 10 | 0 | -0.8 | 6 | 3
COc1cccc(-c2cc(NC(C)=O)c3ncc(-c4ccc(OC)c(OC)c4)n3c2)c1 | · | · | · | · | -0.6 | 10 | 1 | -4.5 | · | ·
CCc1nc2c(OCc3cc(Cl)cc(Cl)c3)cccn2c1N(C)C(=O)c1ccc(OC)cc1 | · | · | · | · | -2.1 | 10 | 2 | -0.6 | · | ·
CC(C#N)OC(=O)c1cccnc1SCC(=O)Nc1ccc2c(c1)OCO2 (configuration not stated) | -15 | -1 | · | 1.1 | 2.5 | 8 | -1 | -1.6 | · | 3
CCOc1ccc(Nc2nc(Cc3nnc(SCC(N)=O)o3)cs2)cc1 | -6 | -3 | 2 | 2.6 | 0.7 | 6 | -2 | -0.5 | 2 | 3
O=C1Nc2ccccc2/C1=N/c1sc2c(c1C(=O)NCCc1ccccc1)CCCC2 | · | 7 | -5 | 2.3 | -2.4 | 3 | 4 | i | 10 | 4
COc1ccc(NC2=NC(C)(CO)CS2)cc1 (configuration not stated) | -15 | -5 | 3 | -1.8 | -1.2 | 4 | 1 | -0.6 | -4 | 0
COc1ccccc1C(=O)NC(=O)COc1ccc([N+](=O)[O-])cc1 | -20 | -6 | · | 0.7 | 4.7 | 3 | 1 | -1.2 | · | 8
CCn1c(CCCc2ccc(OC)c(C)c2)n[nH]c1=S | 0 | -1 | -1 | -0.6 | 1.1 | -4 | 2 | -2.0 | -12 | -14
COc1ccccc1/C=C/C(=O)NC(=S)N(C)C1CCCCC1 | 6 | -13 | 1 | 0.0 | 0.2 | 22 | 0 | 2.0 | 27 | 4

Results in VHR inh abs and GDH-TPI inh, for some of the entries so far:
| Structure | VHR inh abs | GDH-TPI inh |
| --- | --- | --- |
| COc1ccccc1/C=C/C(=O)NC(=S)N(C)C1CCCCC1 | 27 | 22 |
| CCN1CCCC(CO)(Cc2ccccc2)C1 (configuration not stated) | 16 | 4 |

Continuation:
SMILES | PriA SSB inh | Rv3671c inh | 3CLpro inhibitor | UGM FP inh | Mtb BioA inh | GDH-TPI inh | Mtb FBA inh | BH1578 lux ind | VHR inh abs | MazEF act
COc1cccc(C(C(=O)NC2CCCC2)N(Cc2cccnc2)C(=O)Cc2cccs2)c1 (configuration not stated) | -1 | 5 | 6 | -0.6 | -0.9 | -2 | 0 | i | 50* | 6
Cc1cc(C)n2nc(C(=O)N/N=C/c3ccccc3Cl)nc2n1 | · | -6 | -1 | 2.6 | -1.5 | 3 | -1 | i | 11 | 7
COc1ccc(Cl)cc1NC(=O)CN1CCCC1 | -13 | -4 | 0 | -2.3 | · | 0 | -2 | -0.4 | 26 | 7
O=C(CCn1cnc2ccccc21)N/N=C/c1ccc(O)cc1 | · | -2 | 3 | -1.0 | 2.5 | 3 | 0 | -0.5 | -1 | 1
CCc1cccc(C)c1NC(=O)CNCc1ccccc1 | 2 | 8 | 2 | -1.6 | · | 14 | -1 | -0.2 | 30 | 6
O=C(O)c1cccnc1SC1CC(=O)N(CCc2ccccc2)C1=O (configuration not stated) | -18 | -3 | -3 | 0.7 | -0.9 | 3 | 0 | -0.2 | 21 | 17
C=CCOC(=O)/C(=C/c1ccco1)NC(=O)/C=C/c1ccccc1 | 3 | -1 | -2 | 4.3 | -1.6 | 17 | -2 | i | 12 | -19
O=C(CCCc1nc2ccccc2s1)NC(c1ccccc1)c1ccccc1 | -24 | 7 | -2 | -1.5 | · | 4 | 1 | -0.2 | 7 | -10
O=c1[nH]c(/C(Cl)=C/c2c(F)cccc2Cl)nc2cc(Cl)ccc12 | 4 | -4 | -3 | -1.1 | -2.4 | -2 | 1 | i | 8 | 5
Cc1ccc2nc(/C(C#N)=C\c3ccc([N+](=O)[O-])o3)[nH]c2c1 | -5 | -16 | 3 | 0.9 | -0.9 | 8 | -5 | -0.7 | 24 | 10
COc1ccc(CCN2CC(C(=O)NCc3c(C)n[nH]c3C)CCC2=O)cc1 (configuration not stated) | -12 | 8 | 4 | 1.1 | -1.3 | 0 | 2 | 2.9 | 15 | -7
Clc1ccc(Oc2cccc(/C=N/n3cnnc3)c2)cc1 | · | -6 | 3 | 0.0 | 4.2 | 0 | 0 | -0.2 | 2 | 0
CCN(CC)CC(C)CNC(=O)CC(C(=O)N1CCc2ccccc21)n1ccnc1 (configuration not stated) | -11 | -7 | 1 | -0.2 | -1.0 | 3 | 1 | -2.9 | 0 | 0
CCCc1cc(=O)[nH]c(SCC(=O)c2cc(C)n(C3CC3)c2C)n1 | -10 | 3 | 3 | 1.3 | 0.6 | 2 | -2 | i | 14 | 3
CCc1ccccc1NC(=O)/C(=C/c1ccccc1)c1ccccc1 | -48 | -12 | 5 | 0.3 | -1.1 | -2 | -2 | -8.4 | -12 | -6

An excerpt of these results, with each value named:
O=C(O)c1cccnc1SC1CC(=O)N(CCc2ccccc2)C1=O (configuration not stated)
  PriA SSB inh: -18
  Rv3671c inh: -3
  3CLpro inhibitor: -3
  UGM FP inh: 0.7
  Mtb BioA inh: -0.9
  GDH-TPI inh: 3
  Mtb FBA inh: 0
  BH1578 lux ind: -0.2
  VHR inh abs: 21
  MazEF act: 17
C=CCOC(=O)/C(=C/c1ccco1)NC(=O)/C=C/c1ccccc1
  PriA SSB inh: 3
  Rv3671c inh: -1
  3CLpro inhibitor: -2
  UGM FP inh: 4.3
  Mtb BioA inh: -1.6
  GDH-TPI inh: 17
  Mtb FBA inh: -2
  BH1578 lux ind: i
  VHR inh abs: 12
  MazEF act: -19
O=C(CCCc1nc2ccccc2s1)NC(c1ccccc1)c1ccccc1
  PriA SSB inh: -24
  Rv3671c inh: 7
  3CLpro inhibitor: -2
  UGM FP inh: -1.5
  Mtb BioA inh: ·
  GDH-TPI inh: 4
  Mtb FBA inh: 1
  BH1578 lux ind: -0.2
  VHR inh abs: 7
  MazEF act: -10

(next part)
SMILES | PriA SSB inh | Rv3671c inh | 3CLpro inhibitor | UGM FP inh | Mtb BioA inh | GDH-TPI inh | Mtb FBA inh | BH1578 lux ind | VHR inh abs | MazEF act
CCCn1nnc(NC(=O)c2ccccc2Br)n1 | -6 | -2 | 1 | -2.1 | -0.2 | -1 | 0 | -0.4 | 0 | 8
CN(C(=O)c1cccc(C#N)c1)c1nnc(C2CCOC2)s1 (configuration not stated) | -14 | 3 | -5 | -4.6 | 1.3 | -8 | 0 | 5.9 | 13 | 2
O=C(COc1cccc2ccccc12)N/N=C/c1ccco1 | · | -8 | 4 | -0.1 | 1.5 | 4 | 1 | 0.4 | -2 | 1
CCOC(=O)c1ccc2nc(Nc3nc4ccc(F)cc4s3)sc2c1 | -13 | -2 | 0 | 0.5 | · | 10 | 5 | -0.3 | 11 | -17
CC(=O)c1ccc(NC(=O)C(Cc2ccccc2)NC(=O)c2ccco2)cc1 (configuration not stated) | -14 | 2 | -3 | 2.3 | 5.6 | 8 | 1 | -0.6 | 34 | 0
